# PERK inh: human PERK inhibition, primary cell-based screen. Q9NZJ5. CHO PERK-DD fusion, SEAP luminescence translation reporter. inhibition, % at 5.6 µM. hit rate 0.17% among 220,000;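 active means inhibition above the mean inhibition of all tested compounds plus 3 SD, set separately per screening campaign, cut at about 2.9% in these data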;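 further: PERK kinase domain activated by AP20187 dimerizer at 100 nM; 0% = DMSO with dimerizer and 100% = rapamycin at 8.4 µM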
# Runt-CBFb FRET: inhibitors of human RUNX1 Runt domain binding to CBFb; Cerulean-Runt/Venus-CBFb FRET ratio 530/480, 1 h; inhibition, % at 20 µM; hit rate 0.46% among 220,000;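 active means inhibition over about 50% at 20 µM in the single-dose screen, limit read from the data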;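 further: 0% = DMSO wells and 100% = excess unlabeled CBFb competitor control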
#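 test system = Cerulean-tagged RUNX1 Runt domain (FRET donor) fusion protein | reagent = Venus-CBFb binding partner, 100 nM | incubation = protein complex preformed 1 h, compound exposure 1 h, room temperature, dark | detection = FRET fluorescence | read-out basis = loss of energy transfer signal | controls = 5 µM unlabeled CBFb as full-inhibition high control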
# PGE2 EP2 inh: EP2 receptor (human) inhibition. hit rate 0.52% among 260,000. C6 glioma cells expressing human EP2, cAMP TR-FRET; cells stimulated with saturating PGE2. P43116. inhibition, % at 25 µM;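 active means percent inhibition above 40 after rounding to a whole number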;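 further: rat C6 glioma host cells with rolipram phosphodiesterase inhibitor present; the protocol text gives 20 µM as final concentration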
# Target sequence (P43116 whole entry, looked up): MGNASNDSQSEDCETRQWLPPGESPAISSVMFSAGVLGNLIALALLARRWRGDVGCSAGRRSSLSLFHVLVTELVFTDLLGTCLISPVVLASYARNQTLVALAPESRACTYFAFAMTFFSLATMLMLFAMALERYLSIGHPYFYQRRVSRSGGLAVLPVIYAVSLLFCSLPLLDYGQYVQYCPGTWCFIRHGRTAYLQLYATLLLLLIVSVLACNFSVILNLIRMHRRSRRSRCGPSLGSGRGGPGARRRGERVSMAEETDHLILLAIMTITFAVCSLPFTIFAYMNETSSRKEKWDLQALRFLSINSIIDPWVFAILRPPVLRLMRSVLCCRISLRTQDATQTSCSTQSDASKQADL
# RBBP9 inh: inhibitors of human serine hydrolase RBBP9 | recombinant RBBP9, FP-Rh probe fluorescence polarization | inhibition, % at 7.94 µM | hit rate 0.2% among 220,000 | AID 1515;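 active means inhibition above the campaign mean of all tested compounds plus 3 SD, cut at about 14% in these data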;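 further: plate controls were DMSO wells with RBBP9 for no effect and wells lacking RBBP9 protein for full effect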
# Target sequence (O75884 whole entry, looked up): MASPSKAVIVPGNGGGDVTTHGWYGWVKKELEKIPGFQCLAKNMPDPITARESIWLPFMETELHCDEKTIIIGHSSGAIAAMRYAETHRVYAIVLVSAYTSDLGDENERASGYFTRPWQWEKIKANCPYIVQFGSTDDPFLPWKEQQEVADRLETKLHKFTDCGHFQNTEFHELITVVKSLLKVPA
#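 Measured by – fluorescence polarization · Test system – RBBP9 protein · Input – 2.5 µM RBBP9 dispensing solution, before mixing · Measure – percent inhibition from mP, scaled between DMSO and no-protein wells · Benchmarks – DMSO-treated enzyme wells and wells lacking RBBP9 · Times – preincubation 30 min plus labeling 45 min at 25 °C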
# zVAD death inh: blocks zVAD induced death of L929 cells | L929 zVAD necroptosis rescue, ATP luminescence, 24 h; with zVAD 60 µM | viability rescue, % at 10 µM | hit rate 0.38% among 220,000 | AID 1377;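 active means activation, scaled between plate controls, above about 75%, limit read from the data; inactive means activation under that limit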;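 further: 0% = zVAD with DMSO and 100% = DMSO alone without zVAD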
# Runt-SMMHC FRET: Runt domain-CBFb-SMMHC interaction inhibition; inhibition, % at 20 µM; Q01196+Q13951; hit rate 0.74% among 220,000; Cerulean-Runt/Venus-CBFb-SMMHC FRET ratio 530/480, 1 h;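 active means mean inhibition across duplicate retests at 20 µM reaching about 50%, limit read from the data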;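 further: 0% = DMSO wells and 100% = wells with excess untagged CBFb-SMMHC; inhibitors lower the FRET ratio by blocking Runt binding to CBFb-SMMHC; some results filed as inactive read as strong as hits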
# EP2 modulator: modulates human prostaglandin E2 receptor EP2 signaling | hit rate 0.83% among 260,000 | EP2-expressing cells, cAMP HTRF FRET, PGE2 co-stimulation | P43116 | induction, % at 25 µM;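 active means compounds whose cAMP rise, as percent of the full-agonist control response, exceeds 60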;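 further: rat C6 glioma line stably carrying human EP2 under a CMV promoter; the protocol text gives 20 µM as final concentration; 100% = response of wells given 1 µM PGE2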
# Hck-Nef inh: human Hck-Nef kinase inhibition; hit rate 0.68% among 220,000; P08631; inhibition, % at 20 µM; Recombinant Hck-YEEI plus Nef, Z-Lyte FRET kinase assay;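 active means Hck-Nef kinase inhibition above about 50%, limit read from the data; inactive means inhibition below that limit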;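 further: 0% = DMSO with Hck plus Nef and 100% = Hck alone without Nef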
# Target sequence (P08631 whole entry, looked up): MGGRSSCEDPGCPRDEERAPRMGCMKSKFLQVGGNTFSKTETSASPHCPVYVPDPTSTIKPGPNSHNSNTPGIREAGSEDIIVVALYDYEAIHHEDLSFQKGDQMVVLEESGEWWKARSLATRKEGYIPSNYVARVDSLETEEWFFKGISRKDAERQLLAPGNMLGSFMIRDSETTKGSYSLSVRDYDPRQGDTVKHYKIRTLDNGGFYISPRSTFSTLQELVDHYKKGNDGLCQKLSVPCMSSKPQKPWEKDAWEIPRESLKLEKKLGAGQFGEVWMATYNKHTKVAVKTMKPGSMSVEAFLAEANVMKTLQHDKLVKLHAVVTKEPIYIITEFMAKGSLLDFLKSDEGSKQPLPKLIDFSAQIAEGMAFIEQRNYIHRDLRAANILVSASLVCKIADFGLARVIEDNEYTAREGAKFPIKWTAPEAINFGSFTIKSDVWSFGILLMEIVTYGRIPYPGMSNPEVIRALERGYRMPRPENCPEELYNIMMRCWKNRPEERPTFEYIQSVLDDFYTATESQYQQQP
# TNF necrop inh: blocks TNF-alpha induced death of Jurkat FADD-/- cells; Jurkat FADD-/- TNF necroptosis rescue, ATP luminescence, 24 h; 0 = TNF only, 100 = no-TNF cells; activation (protection from cell death), % at 10 µM; hit rate 0.068% among 220,000;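 active means activation, meaning protection from cell death, of at least 50% relative to plate controls; inactive means activation below 50%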;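 further: necroptosis triggered by 40 ng/mL TNF-alpha added together with compound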
# Active calls of the source: *; . = no result given; & = joins results of further samples. Not all compounds are listed. The share of hits here may be higher or lower than overall.
SMILES,PERK inh,Runt-CBFb FRET,PGE2 EP2 inh,RBBP9 inh,zVAD death inh,Runt-SMMHC FRET,EP2 modulator,Hck-Nef inh,TNF necrop inh
COc1ccc(N2CCN(c3nc(=S)n(-c4ccccc4)c(C)c3C(C)=O)CC2)cc1,-0.1,7.0,9.7,8.8,0.4,-27.1,23.2,0.6,-2.4
CC(=O)n1cc([C@H]2C=C(C(=O)N3CCOCC3)O[C@@H](OCc3ccc(CO)cc3)C2)c2ccccc21,1.4,0.3,12.0,0.3,0.1,-7.6,-29.4,16.1,2.2
Oc1c(Br)cc(Br)cc1/C=N/c1nc2c(s1)CCCC2,0.0,.,11.4,1.4,-0.1,.,48.9,3.2,-9.0
O=C1CC(c2ccccc2)CCc2sccc2N1 (stereo unspecified),-0.2,2.2,2.6,2.8,-0.2,-4.3,32.6,-1.4,0.8
COc1ccc(NS(=O)(=O)c2c(F)cc(F)c(Cl)c2F)cc1S(=O)(=O)N1CCCCC1,-0.9,-2.9,-0.1,-7.3,1.7,-1.2,32.6,3.7,1.4
COc1cc(C2NC(=O)NC(C)=C2C(C)=O)ccc1O (stereo unspecified),2.2,5.7,0.3,9.2,0.4,-5.8,7.1,-3.3,1.7
CC1CC(=O)Nc2ccc([N+](=O)[O-])cc2N1C (stereo unspecified),1.0,0.7,6.0,-8.4,0.1,-2.4,19.5,2.8,0.8
O=C(NCc1ccc(F)cc1)c1cc2sccc2n1Cc1ccc(F)cc1,-0.5,0.0,15.7,-5.8,0.9,0.8,27.8,5.0,-1.4
COc1ccc(-n2c(NCCN(C)C)nc3sc4c(c3c2=O)CCCCC4)cc1,-2.7,1.1,13.8,2.6,-0.3,0.1,-26.6,1.8,-1.1
COc1cccc(-c2nnc(SCc3cccnc3)o2)c1,-0.2,-0.8,8.4&12.8,-13.9,0.5,-10.1,9.2&-28.5,-10.3,6.4
C/C=C(\C)C(=O)NNC(=O)c1sc(-c2ccccc2)nc1C,0.4,0.9,16.8,-8.9,-0.2,0.2,-22.4,-5.1,0.5
O=C(CCCn1c(=S)[nH]c2ccsc2c1=O)Nc1ccc2c(c1)OCO2,0.9,9.8,-0.5,0.2,5.9,11.9,-13.4,24.6,0.2
O=c1ccc2cc(S(=O)(=O)N3CCN(c4ccccc4)CC3)ccc2o1,0.9,-0.6,10.5,0.9,-0.2,0.5,-59.0,0.7,-0.3
CCNC(=O)Cn1cc(C#N)c2ccccc21,0.8,-0.8,13.4,0.3,.,13.4,33.2,-6.6,1.8
COc1ccc(OC)c2c(C)cc(N3CCCN(C)CC3)nc12,-0.8,0.2,13.1,-3.1,-1.1,-1.7,-28.8,-13.3,1.8
CCOC(=O)Cc1csc(NC(=O)c2ccc(Cl)nc2)n1,-0.3,-3.1,10.7,-5.5,1.7,-8.0,18.8,-1.4,-3.5
Cc1cccc2cn[nH]c12,1.8,0.7,3.8,-2.7,0.7,1.5,16.5,8.6,1.3
O=C(NCc1ccco1)C(=O)NCC1OCCCN1S(=O)(=O)c1ccc(F)cc1 (stereo unspecified),0.3,1.8,16.1,-0.7,2.0,-2.5,-10.6,20.0,0.4
COC(=O)C1CCN(S(C)(=O)=O)CC1,0.9,-0.5,1.1,-6.2,-0.2,-2.7,13.5,0.3,-1.6
O=C(CSC1=Nc2ccccc2C2=NC(c3ccccc3)C(=O)N12)NC1CCCCC1 (stereo unspecified),0.0,1.3,12.3,-1.1,0.2,-0.5,37.1,-1.9,1.4
CCOC(=O)C(CC)n1cnc2c(nnn2-c2ccc(OC)cc2)c1=O (stereo unspecified),0.6,-3.0,12.7,2.7,2.2,3.5,-6.5,-0.1,-0.2
CSc1ccc(C2C3(C#N)C(N)=NC4(OCCO4)C23C#N)cc1 (stereo unspecified),0.6,-1.1,2.1,-8.7,0.8,3.9,-28.1,0.1,-1.4
COc1cc(N2CCCC2)ccc1C=O,1.4,1.8,12.0,-3.7,7.0,5.3,22.5,19.9,0.3
Fc1ccccc1COc1ccc(/C=N/NC(=S)NCc2ccccc2)cc1,0.5,0.2,1.8,-2.1,0.6,-1.0,15.6,1.2,-1.4
CCOC(=O)c1ccc2[nH]c3c(c2c1)CCCCC3=O,-0.5,-1.1,6.4,-7.5,1.6,7.6,27.0,0.9,3.1

# The closing 3 compounds of the section before open the next one.
SMILES,PERK inh,Runt-CBFb FRET,PGE2 EP2 inh,RBBP9 inh,zVAD death inh,Runt-SMMHC FRET,EP2 modulator,Hck-Nef inh,TNF necrop inh
COc1cc(N2CCCC2)ccc1C=O,1.4,1.8,12.0,-3.7,7.0,5.3,22.5,19.9,0.3
Fc1ccccc1COc1ccc(/C=N/NC(=S)NCc2ccccc2)cc1,0.5,0.2,1.8,-2.1,0.6,-1.0,15.6,1.2,-1.4
CCOC(=O)c1ccc2[nH]c3c(c2c1)CCCCC3=O,-0.5,-1.1,6.4,-7.5,1.6,7.6,27.0,0.9,3.1
CCOc1ccccc1N1CCN(S(=O)(=O)c2cccs2)CC1,0.0,0.5,8.4,-3.2,1.4,1.7,27.5,3.9,-0.7
CC(=O)N(c1ccccc1)C(C)c1nc(C#N)c(C#N)nc1C (stereo unspecified),1.1,-1.4,10.8,-7.9,0.0,1.8,39.5,1.4,-4.5
O=C(O)c1cc2ccccc2c2cc(Br)ccc12,0.5,-0.6,19.9,-6.4,1.9,-2.8,-4.3,-0.4,-0.7
Cc1ccc2nsnc2c1NC(=O)COc1ccccc1,1.7,-0.3,5.5,-9.8,1.6,-6.6,-0.7,3.6,0.9
Cc1ccc(C=Nc2ccccc2C(N)=O)s1,0.5,0.3,8.2,-5.8,-0.2,8.1,16.0,0.9,-2.9
COc1ccc(Cn2nc(C)n(N(C)c3ncc(C(F)(F)F)cc3Cl)c2=O)cc1,-0.5,1.2,14.0,-4.9,0.3,-2.2,16.8,-0.6,0.2
Cc1ccc(NC(=S)NC(NC(=O)c2ccccc2)C(Cl)(Cl)Cl)c(C)c1 (stereo unspecified),-0.1,7.7,9.1,-8.6,-0.2,-1.8,-58.0,0.8,1.8
C=CCO/N=C(/C)c1c(O)c(CC)c(-c2ccccc2)n(-c2ccccc2)c1=O,0.7,-3.3,5.2,6.1,1.0,2.2,42.8,12.5,-1.3
CCCCC(=O)Nc1ccc2c(c1)nc1n2CCSC1,-0.7,-0.2,13.2,-6.8,1.2,-7.4,-35.9,-1.2,1.2
O=C(CSc1cccc[n+]1[O-])c1ccc(Cl)s1,0.3,-0.2,1.3,5.7,10.2,1.6,14.1,26.1,10.6
COc1ccccc1N1CCN(C(=O)Cn2nnc(-c3ccncc3)n2)CC1,0.4,6.1,13.5,-7.3,-0.1,20.3,-11.6,0.3,-2.2
O=C(c1ccc(F)cc1)N1CCCCC(Sc2nnc3ccccn23)C1=O (stereo unspecified),-0.8,-0.2,11.5,-4.0,0.2,1.6,14.9,-1.3,0.7
O=C(Nc1ccc2c(c1)OCCO2)C1CCN(C(=O)c2ccc(F)cc2)CC1,-0.2,0.4,17.0,-1.9,0.1,1.6,1.1,0.5,-0.1
CCOc1ccc(NC(=O)CSc2ncc(-c3ccc(F)cc3)n2Cc2ccco2)cc1,1.5,4.4,5.3,-5.2,0.2,-3.5,26.1,6.8,-0.5
CSC1=NC(C)(C)C=C(/C=C/c2ccc(Cl)cc2Cl)N1,0.4,-0.3,4.7,-7.0,-0.8,-0.6,-11.4,15.8,-7.4
O=C(NCc1cccs1)c1nc2c(nnn2Cc2ccccc2Cl)c(=O)[nH]1,-0.7,-1.9,13.2,-1.9,-0.1,-8.5,8.4,-19.4,-11.4
O=C(CCC(=O)N1CCCC1)Nc1nnc(C(F)(F)F)s1,0.5,-3.1,7.4,-5.3,0.1,0.5,7.7,-0.6,0.5
CCn1c(Cc2c(C)[nH]c3ccccc23)nnc1SCC(=O)NCc1ccco1,1.5,-13.9,17.6&5.9,-4.7,0.0,-9.7,-9.5&11.9,-4.1,-2.1
Cc1cccc(Nc2nnc(SCc3cn4ccsc4n3)s2)c1,-1.5,-0.3,15.7,-9.5,-0.1,-2.1,-46.6,-1.0,-3.0
CCOc1ccc(NC(=O)C(=O)NCCCn2ccnc2)cc1,0.8,1.6,2.8,-0.5,0.4,1.5,10.8,1.2,-5.6
Cc1c2c(=O)n(-c3nc4ccccc4s3)nc-2cc(O)n1Cc1ccccc1,1.2,-4.0,2.8,1.3,0.9,-35.7,-61.1,84.2*,-1.0
CCOc1ccccc1-n1c(SCC(=O)NCc2ccco2)nnc1-c1ccncc1,-0.5,-0.1,12.7,-1.2,-0.3,2.1,14.3,0.8,-0.1
O=C(N/N=C/c1cccc([N+](=O)[O-])c1)c1ccccc1-n1cccc1,-0.6,0.2,6.7,-2.9,0.7,1.3,-41.1,58.1*,-0.7
NC1=NC(c2cn[nH]c2-c2ccc(F)cc2)n2c(nc3ccccc32)N1 (stereo unspecified),0.3,1.6,9.5,0.2,1.4,1.9,32.2,13.7,-0.5
COc1ccccc1-c1cc(C(=O)N/N=C/c2ccc(C)s2)c2ccccc2n1,-1.7,-2.4,.,-5.2,-1.4,-2.6,-3.0,2.4,-6.3
# (further entries)
SMILES,PERK inh,Runt-CBFb FRET,PGE2 EP2 inh,RBBP9 inh,zVAD death inh,Runt-SMMHC FRET,EP2 modulator,Hck-Nef inh,TNF necrop inh
CCCCNC(=S)NNC(=O)C12CC3CC(CC(C3)C1)C2,-1.3,-0.2,4.5,0.7,-0.5,-0.9,5.3,-1.8,0.0
CC(=O)N1C(O)CC(C)N1c1ccccc1 (stereo unspecified),0.4,-0.8,7.4,-8.6,-0.6,0.9,31.6,2.0,2.1
CC(C)C(O)(C#CCN1CCCC1)c1ccccc1 (stereo unspecified),0.3,-1.1,11.2,-14.2,0.2,-4.5,-20.1,0.1,-0.4
O=C1CCC(=O)N1c1nc2n(n1)C(c1ccccc1)C=C(c1ccc(Br)cc1)N2 (stereo unspecified),0.2,-9.4,9.4,-0.7,2.0,-89.6,13.0,-2.3,-1.4
CCOC(=O)C1(CCOc2ccccc2)CCN(C(=O)c2cncs2)CC1,1.5,-2.2,4.2,10.6,0.0,-7.4,-16.1,-8.2,1.1
CC(=O)c1ccc(N2CCN(C(=O)C3(S(=O)(=O)c4ccc(Cl)cc4)CC3)CC2)cc1,-1.4,-2.0,11.1,-2.6,0.9,0.1,3.8,-0.4,-0.7
O=C(c1cc2ccccc2oc1=O)N1CCN(c2ccccn2)CC1,0.5,-1.6,6.3,2.6,0.7,-0.6,-0.2,6.6,1.1
CC(Oc1ccc(Br)cc1)C(=O)Nc1ccncc1 (stereo unspecified),0.6,-2.2,1.4,-1.0,1.2,2.9,-40.2,7.8,0.6
Cc1ccccc1C(=O)c1c[nH]c(C(=O)NCC2CCCO2)c1 (stereo unspecified),-0.8,-2.1,12.4,-1.3,-0.3,-3.9,-7.7,-0.4,-2.4
Cc1ccc(NC2=NCCCCC2)cc1C,-0.4,-1.1,6.7,-1.3,0.0,0.6,1.0,0.4,-0.2
